# Assay outcomes from PubChem.
# hcDAF-12 act: activators of H. contortus DAF-12 nuclear receptor; HEK293 hcDAF-12 lit1-tk-luc reporter, luminescence; 0% DMSO, 100% Δ7-dafachronic acid; activation, % at 6.8 µM; 370,000 compounds, 1.4% hits; AID 652067;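 active = activation above the mean of all tested compounds plus 3 SD, cut at about 5.5% in these data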;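 also: 100% = response to 3 µM Δ7-dafachronic acid high control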
# ADAM17 inh: inhibits human ADAM17 | P78536 | recombinant ADAM17, EDANS/DABCYL FRET peptide cleavage | inhibition, % at 6.95 µM | 370,000 compounds, 0.83% hits;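 active = inhibition above the mean of compounds lying between control limits plus 3 SD, set per campaign, cut at about 8.5% in these data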;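 also: 0% = DMSO-only wells as the low control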
# DAX1 inh-1: blocks DAX1 repression of SF-1 activated StAR promoter; 370,000 compounds, 1.1% hits; AID 652010; inhibition, % at 6.8 µM; HEK293T StAR-luciferase reporter, SF-1/DAX-1 repression relief;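 active = inhibition above the mean over all tested compounds plus 3 SD, cut at about 3.6% in these data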;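 also: 0% = DAX-1 cells with DMSO and 100% = cells lacking DAX-1 with DMSO; higher inhibition means more luminescence from relief of DAX-1 repression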
# PLCb3 inh: blocks human PLC-beta3 enzyme activity | Q01970 | Purified PLC-beta3, fluorogenic substrate, fluorescence | inhibition, % at 12.2 µM | 370,000 compounds, 0.18% hits | AID 720704; in the data active = inhibition above about 11%;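 also: 0% = median of compound wells on plate and 100% = full blocker control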
# Target sequence (Q01970 whole entry, looked up): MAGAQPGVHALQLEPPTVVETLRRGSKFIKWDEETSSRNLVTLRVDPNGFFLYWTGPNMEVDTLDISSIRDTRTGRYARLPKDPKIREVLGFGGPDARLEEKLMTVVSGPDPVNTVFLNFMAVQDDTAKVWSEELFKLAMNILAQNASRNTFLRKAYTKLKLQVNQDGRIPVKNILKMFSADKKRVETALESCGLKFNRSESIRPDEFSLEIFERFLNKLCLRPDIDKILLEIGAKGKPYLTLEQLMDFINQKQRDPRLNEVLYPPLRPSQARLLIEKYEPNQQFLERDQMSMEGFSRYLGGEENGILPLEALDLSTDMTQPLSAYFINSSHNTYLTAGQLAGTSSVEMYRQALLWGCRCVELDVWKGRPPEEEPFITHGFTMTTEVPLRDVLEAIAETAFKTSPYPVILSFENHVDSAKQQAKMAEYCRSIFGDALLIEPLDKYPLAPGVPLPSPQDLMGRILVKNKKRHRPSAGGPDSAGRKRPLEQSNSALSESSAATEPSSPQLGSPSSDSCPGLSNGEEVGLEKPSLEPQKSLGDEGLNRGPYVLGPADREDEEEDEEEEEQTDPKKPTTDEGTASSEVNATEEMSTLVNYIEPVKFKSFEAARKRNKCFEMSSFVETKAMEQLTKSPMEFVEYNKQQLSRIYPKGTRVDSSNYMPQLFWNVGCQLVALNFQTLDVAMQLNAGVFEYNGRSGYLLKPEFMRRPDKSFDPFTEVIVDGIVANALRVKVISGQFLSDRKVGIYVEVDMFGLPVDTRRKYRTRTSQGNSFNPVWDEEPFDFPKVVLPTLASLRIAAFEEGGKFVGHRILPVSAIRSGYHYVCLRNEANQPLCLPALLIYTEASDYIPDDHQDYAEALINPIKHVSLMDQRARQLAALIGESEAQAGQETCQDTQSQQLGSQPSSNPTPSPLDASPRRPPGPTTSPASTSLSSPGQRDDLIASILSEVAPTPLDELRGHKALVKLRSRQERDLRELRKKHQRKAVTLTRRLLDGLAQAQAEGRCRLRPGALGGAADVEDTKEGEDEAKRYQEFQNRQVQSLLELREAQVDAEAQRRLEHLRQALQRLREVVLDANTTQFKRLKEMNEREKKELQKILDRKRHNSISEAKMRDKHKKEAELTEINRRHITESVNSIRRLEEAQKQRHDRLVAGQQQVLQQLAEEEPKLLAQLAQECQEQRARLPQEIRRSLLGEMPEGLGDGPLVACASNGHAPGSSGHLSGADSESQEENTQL
# ssDAF-12 act: activates DAF-12 receptor from parasite S. stercoralis | HEK293 ssDAF-12/GRIP1 lit1-tk-luc reporter, luminescence; % of 3 µM dafachronic acid response | activation, % at 6.8 µM | 370,000 compounds, 1% hits | AID 652126;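 active = activation above the mean over all tested compounds plus 3 SD, cut at about 0.9% in these data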;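 also: 0% = DMSO-only wells and 100% = 3 µM delta7-dafachronic acid wells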
# sPLA2-III inh: Inhibits HGIII-sPLA2 liposome hydrolysis, primary screen; 370,000 compounds, 0.56% hits; AID 743126; QFRET BODIPY PC-A2 liposome hydrolysis, fluorescence; Q9NZ20; inhibition, % at 12.2 µM;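 active = inhibition above mean plus 3 SD of compounds lying within the high and low control bounds, cut at about 19% in these data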;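 also: 0% = median of test compound wells and 100% = no enzyme DMSO wells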
# PLC-gamma1 inh: blocks human PLC-gamma1 enzyme activity; P19174; purified PLC-gamma1, fluorogenic substrate, fluorescence; inhibition, % at 12.2 µM; 370,000 compounds, 0.84% hits; in the data active = inhibition above about 9.5%
# FXN GAA850 act: increases GAA850 frataxin promoter reporter activity; HEK293 lucGAA850 FXN promoter luciferase reporter, 24 h; percent of 10 µM SAHA response; 360,000 compounds, 0.56% hits; activation, % at 6 µM;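 active = activation above the average of all compounds screened plus 3 SD, cutoff fixed separately per campaign, cut at about 7.5% in these data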;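 also: 0% = DMSO wells and 100% = 10 µM SAHA wells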
# ADAM10 inh: inhibits human ADAM10; O14672; recombinant ADAM10, EDANS/DABCYL FRET peptide cleavage, 3 h; inhibition, % at 7 µM; 370,000 compounds, 0.62% hits; AID 720582;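 active = inhibition above a per-campaign cutoff equal to the mean of compounds falling between control-based bounds plus 3 SD, cut at about 20% in these data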;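 also: 0% = DMSO wells while the 100% control is not disclosed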
# hgDAF-12 ag: activates the H. glycines DAF-12 receptor ligand-binding domain; HEK293 GAL4-hgDAF12 UAS-luciferase reporter, agonist luminescence; normalized to butyrate control; activation, % at 6.8 µM; 370,000 compounds, 1.8% hits;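 active = activation above a cutoff set at the mean of all screened compounds plus 3 SD, cut at about 10% in these data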;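 also: 0% = DMSO wells and 100% = sodium butyrate wells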
# DAX1 inh-2: NR0B1 (DAX1) inhibition; inhibition, % at 6.75 µM; 340,000 compounds, 0.99% hits; AID 504766; HEK293 Gal4-DAX1 luciferase reporter, luminescence;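 active = inhibition above the mean over all tested compounds plus 3 SD, cut at about 4.2% in these data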;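 also: 0% = DAX1-transfected cells with DMSO and 100% = empty-vector control cells with DMSO; inhibition shows as a rise in luminescence from relieved DAX1 repression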
# Starred values were filed as active, the others as inactive; i = inactive; x = no result given. Rows were taken by chance; 6.9% or so of the library scored in one or more.
SMILES,hcDAF-12 act,ADAM17 inh,DAX1 inh-1,PLCb3 inh,ssDAF-12 act,sPLA2-III inh,PLC-gamma1 inh,FXN GAA850 act,ADAM10 inh,hgDAF-12 ag,DAX1 inh-2
CCOC(=O)C1=C(C)N(CCCC(=O)O)C(=O)NC1c1ccc(C(F)(F)F)cc1 (stereo unspecified),-0.2,-1.1,-0.2,1.7,-1.6,0.8,1.0,x,4.6,-0.3,x
O=C(O)CC1CC(O)CCC1=O (stereo unspecified),0.1,-3.7,2.0,-1.6,-0.9,16.7,-0.5,x,-4.7,-2.7,x
COCCCn1c(SCc2nnc(-c3ccc(OC)c(OC)c3)o2)nc2ccccc2c1=O,-0.5,-2.8,0.2,4.1,-0.2,8.2,-0.5,6.5,8.8,0.1,0.8
CCOC(=O)N(C)c1c(CC)nc2c(OCc3ccccc3)cccn12,-2.6,0.0,-1.4,-0.7,-1.5,-2.1,-3.0,-1.6,-3.5,-3.8,x
CNC(=O)NC(=O)C(C)Oc1ccccc1F (stereo unspecified),-0.5,-4.9,0.1,-3.7,-2.1,-2.5,2.2,0.1,-0.2,2.0,0.2
CCO[C@H]1OC(C(=O)NCc2ccccc2)=C[C@@H](C(C)(C)C)[C@@H]1CCCO,-2.2,2.1,0.1,2.4,-1.5,6.1,1.2,-3.8,13.1,-1.8,0.9
C[C@H](CO)N1C[C@H](C)[C@@H](CN(C)C(=O)c2ccc(F)cc2)Oc2cc(Br)ccc2S1(=O)=O,-1.0,1.2,-1.2,0.6,-0.4,-5.0,1.1,-2.5,-12.7,-2.0,-1.3
O=c1[nH][nH]c(-c2ccccc2O)c1C(C[N+](=O)[O-])c1cccc(Cl)c1 (stereo unspecified),0.5,-3.5,-0.6,-3.4,-0.9,7.5,1.7,1.5,-5.3,1.9,-0.8
CCC(Sc1nc2ccccc2[nH]1)C(=O)Nc1ccc(NC(C)=O)cc1 (stereo unspecified),0.9,-1.5,0.1,5.9,-0.7,-1.3,2.3,2.9,4.8,1.5,1.3
O=C(c1cnccn1)N(c1ccccc1)C1(C(=O)NC2CCCCC2)CCCCC1,-1.3,-3.8,0.5,1.8,-0.4,-1.1,3.9,-2.4,1.1,-0.8,-0.7
O=C1CC(c2cccc(Cl)c2)CC(O)=C1C=Nc1ccccc1 (stereo unspecified),-2.2,3.2,0.5,-0.7,-0.9,-4.5,-1.0,1.3,3.1,1.2,0.1
COc1ccc(CN2CCNC(=O)C2CC(=O)NC2CC(C)(C)CC(C)(C)C2)cc1OC (stereo unspecified),-1.5,-4.0,0.2,-14.7,-0.9,-3.9,-10.5,0.8,-6.5,-0.6,-0.5
Cn1cc(S(=O)(=O)NCc2ccc(Cl)cc2)c(=O)n(C)c1=O,-0.6,-6.0,0.9,-1.4,-1.3,16.6,1.9,2.0,-3.9,1.3,0.4
CCOC(=O)c1ccc(NC(=O)c2nc[nH]c2C(=O)N2CCc3ccccc3C2)cc1,-1.7,3.3,-0.3,5.1,-1.5,-2.3,4.9,-2.4,5.8,0.3,-0.1
COc1ccc(N=Nc2ccc(O)c(P(=O)(c3ccccc3)c3ccccc3)c2)cc1,-1.4,-1.7,0.0,-2.9,-1.0,0.8,2.1,-0.5,-8.1,-2.1,0.5
CCn1c(SCC(=O)NNC(=O)c2ccccc2)nnc1-c1ccco1,-2.0,-2.4,-0.7,1.9,-1.6,3.6,0.4,-0.3,-2.3,-1.1,-0.9
CSc1nccc(-c2c(-c3ccc(Cl)cc3)noc2C)n1,-1.9,4.6,0.0,-6.1,-1.7,2.4,1.8,1.3,7.7,-0.1,-0.4
CCNC(=O)C1CCCN(C(=O)c2ccc(C(=O)OC)cc2)CC1 (stereo unspecified),2.0,-3.3,1.1,0.8,-0.8,-2.6,0.1,-0.2,-3.4,-2.5,x
Cc1ccc(C2CC(c3ccc(Br)cc3)=NN2C(=O)CSC2=NN3CCCC(=O)N=C3S2)cc1 (stereo unspecified),0.2,1.0,-0.2,-6.1,-1.3,4.8,4.4,-0.5,-5.5,2.8,0.6
O=C(CSc1nnc(-c2ccccn2)o1)Nc1ccccc1C(F)(F)F,4.2,-0.9,0.6,-6.4,-0.7,-1.1,0.5,1.7,-1.7,6.7,1.3
COc1cccc(N2CCN(C(=O)c3ccc(-c4ccccc4)cc3)CC2)c1,0.9,1.0,0.3,-9.2,-0.8,-7.7,1.3,3.5,-5.6,0.9,1.5
O=C(Nc1ccc(Cl)cc1)c1ccc(OC2CSC2)cc1,1.4,-2.8,0.4,-4.6,-1.8,1.0,0.1,4.3,-2.0,0.7,0.2
CN(C)c1ccc(NC(=S)c2ccccn2)cc1,-3.8,4.5,-1.1,-5.6,-2.2,13.0,-1.2,-12.2,8.3,-9.0,-3.1
CN(C)c1ccc(/C=C/c2nc3ccccc3c(=O)n2-c2ccc(C(=O)O)cc2)cc1,-0.5,1.0,-0.4,i,-0.9,-78.3,i,0.8,4.9,-2.7,-0.8
O=C(CCNC(=O)c1ccco1)Nc1ccc(OC(F)(F)F)cc1,0.7,-0.8,-0.2,-3.3,-0.9,2.9,-2.4,1.6,6.3,1.5,1.4
Cc1ccc(NC2CCCCC2NS(=O)(=O)c2ccccc2)c(C)c1 (stereo unspecified),0.9,5.5,-1.8,0.1,-1.5,-2.9,3.5,1.1,12.6,-1.9,0.8
COc1ccc(/C=N/NC(=S)N[C@H]2CC3CCC2C3)cc1 (stereo partly specified),0.8,1.8,0.1,-3.0,-0.8,5.7,6.3,2.1,6.3,1.8,x
Cc1nc(C)c(Oc2cccc(C(F)(F)F)c2)c(=O)[nH]1,-1.4,-0.2,-0.2,-2.3,-1.7,-4.4,-0.3,0.5,-3.7,2.0,0.6
CC(/C=C/c1ccco1)=N\NC(=O)c1cc(Cl)ccc1O,1.8,-28.1,0.3,-64.4,-0.7,14.0,-59.8,1.9,-98.1,3.7,0.8
COc1ccccc1N1CCN(/N=C/c2ccc(Cl)c([N+](=O)[O-])c2)CC1,1.8,2.7,0.1,-3.6,-0.4,7.0,1.1,5.4,8.7,7.1,2.2
N#CC1=C(N)NC(=S)C(C(N)=O)C1c1ccccc1F (stereo unspecified),0.4,-2.9,-0.2,-44.2,-1.0,-0.3,-17.5,0.5,-1.1,-1.2,1.2
S=c1nc[nH]c2c1ncn2-c1ccccc1,-1.3,-0.4,-2.7,3.1,-0.6,4.5,-0.9,0.0,0.7,2.1,0.8
Cc1oc(S(=O)(=O)N2CCCCC2)cc1NC(=O)Nc1ccc(F)cc1,-0.3,-1.8,-0.1,-6.1,-1.5,3.3,3.3,0.2,-3.8,-1.8,-1.1
CCOC(=O)C1=C(CBr)NC(=O)NC1C (stereo unspecified),-0.9,-1.6,-0.9,-6.9,-1.7,6.8,7.8,0.6,-3.4,-2.7,-0.2
Cc1ccc(/C=c2\sc3n(c2=O)CN(c2cccc(Br)c2)CN=3)o1,-1.8,-1.7,-0.3,-24.3,-1.0,-9.4,-18.9,0.2,-6.7,2.3,-1.3
Cc1cc(C)c(C)c(S(=O)(=O)NCC(=O)NCC2CCCCC2)c1C,-1.7,0.3,-0.2,-5.5,-0.8,-28.2,0.6,1.4,3.9,-0.9,0.0
O=C(COc1ccc(S(=O)(=O)N2CCOCC2)cc1Cl)NCc1ccc2c(c1)OCO2,-0.7,-5.5,-0.2,-0.9,-1.2,-3.3,2.7,0.6,-13.3,0.8,-0.7
O=C(COc1ccccc1)NCC(=O)NC1CCCCC1,-0.6,-6.2,-0.3,-6.6,-1.9,0.1,-0.8,0.7,-6.6,-2.8,0.3
O=C(c1ccccc1NS(=O)(=O)c1ccc(F)cc1F)N1CCCCC1,0.8,-0.9,-1.2,0.0,-1.4,-4.2,0.2,-1.8,-5.7,0.7,0.2
CC1(C(=O)NCC2CCCCC2)CCN1C(=O)Cc1ccc(-c2ccccc2)cc1 (stereo unspecified),-0.5,-1.2,-1.4,3.3,-0.7,-11.7,-1.5,-2.7,3.3,2.5,x
Cc1[nH]c(=O)[nH]c(=O)c1Sc1ccccc1[N+](=O)[O-],0.1,7.2,0.5,2.2,0.2,-1.9,12.4*,2.2,4.0,-1.1,0.7
O=S(=O)(NCC1(N2CCOCC2)CCCCC1)c1ccccc1Cl,0.9,-0.6,0.8,-3.8,-0.6,0.3,1.6,1.8,1.4,3.1,0.5
CCOC(=O)C(=CNc1cc(C)nn1-c1ccc(Cl)cc1)C(=O)OCC,2.3,-2.8,-1.4,1.8,-0.6,5.1,-0.8,-5.2,-5.9,-0.9,-0.6
CCOC(=O)c1cc(-c2cccnc2)nn1-c1ccccc1C,-2.2,-7.4,0.1,-4.9,-1.8,1.1,-2.1,-2.1,-0.7,0.0,0.0
O=c1[nH]c2ccc(Br)cc2c(-c2ccccc2)c1CN1CCOCC1,2.9,-2.2,-0.8,-12.9,-1.0,10.2,-8.0,0.6,-28.5,1.6,1.7

# Looked up by compound from above, two records:
SMILES,hcDAF-12 act,ADAM17 inh,DAX1 inh-1,PLCb3 inh,ssDAF-12 act,sPLA2-III inh,PLC-gamma1 inh,FXN GAA850 act,ADAM10 inh,hgDAF-12 ag,DAX1 inh-2
O=S(=O)(NCC1(N2CCOCC2)CCCCC1)c1ccccc1Cl,0.9,-0.6,0.8,-3.8,-0.6,0.3,1.6,1.8,1.4,3.1,0.5
CCOC(=O)C(=CNc1cc(C)nn1-c1ccc(Cl)cc1)C(=O)OCC,2.3,-2.8,-1.4,1.8,-0.6,5.1,-0.8,-5.2,-5.9,-0.9,-0.6

# More records follow:
SMILES,hcDAF-12 act,ADAM17 inh,DAX1 inh-1,PLCb3 inh,ssDAF-12 act,sPLA2-III inh,PLC-gamma1 inh,FXN GAA850 act,ADAM10 inh,hgDAF-12 ag,DAX1 inh-2
O=C(NCCc1ccccc1)C1CCN(S(=O)(=O)c2cccc3nonc23)CC1,-1.4,0.8,0.2,-39.2,-1.2,5.4,10.8*,0.0,4.0,-0.6,0.7
COc1ccc(CCNC(=O)COC(=O)c2ccc(F)c(S(=O)(=O)N3CCOCC3)c2)cc1,0.4,2.7,-0.3,3.3,-0.8,-11.7,0.8,1.4,-0.8,1.0,0.1
O=C(CSc1ccccc1)NCC1(N2CCOCC2)CCCCC1,-1.1,3.8,0.7,-2.3,-0.4,-8.2,0.5,-0.3,0.2,-3.8,-0.3
CCCc1c(O)nc(SCC(=O)NCc2ccco2)[nH]c1=O,1.7,-3.6,0.0,-2.7,0.0,-4.5,-5.9,1.7,-2.3,0.3,-0.3
Cc1nn(-c2ccccc2)c(C)c1/C=N/NC(=O)c1cc(-c2cccc3ccccc23)n[nH]1,-1.9,7.9,-0.5,2.8,0.1,-17.9,2.7,1.4,23.7*,2.0,1.1
O=C(CSc1ncn[nH]1)N1CCCCC1,0.5,-1.6,0.4,-7.0,-1.6,-4.5,-0.3,-0.1,0.8,-1.4,3.2
CC1(C(=O)NCc2ccc3c(c2)OCO3)CCN1Cc1csc2ccccc12 (stereo unspecified),-2.0,-1.8,-0.2,-3.2,-0.7,-1.0,0.3,1.3,-2.3,-0.6,x
